High-throughput results deposited in PubChem by several laboratories.
PKA-R2B activ – activators of PKA-R2B holoenzyme, primary screen, biochemical, fluorescence polarization, Cy5-IP20, human; PKA-R2B holoenzyme dissociation; R2B truncated from residue 108, S112A mutant; 0% DMSO only, 100% 113 µM cGMP; activation, % at 11.4 µM; 340,000 compounds, 0.079% hits;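 active = activation above a cutoff set at the mean over all compounds plus 3 SD, cut at about 18% in these data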;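 also: higher means more holoenzyme dissociation and a rise in polarization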
Arrestin-AP2 inh – inhibitors of beta-arrestin/AP2 binding, primary screen, biochemical, GPCR trafficking, flow cytometry; beta-arrestin 1 C-terminal peptide binding to AP2 beta2-adaptin appendage (human); FITC-arrestin peptide / GST-AP2 beads; AP2 beta2 appendage carries R879A mutation; inhibition, % at 10 µM; 340,000 compounds, 0.31% hits;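 active = inhibition above a set limit, near 3 SD of compounds lacking own fluorescence, cut at about 54% in these data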;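 also: plate controls were DMSO wells for no effect and 5 µM unlabelled arrestin peptide for full effect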
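Test system: GST-tagged AP2 beta2-adaptin appendage (R879A) on 4 µm glutathione beads; also added: fluorescein-tagged arrestin peptide at 50 nM final; timing: 12 min plus 1 h, RT; signal: flow cytometry, FL1 (488/535 nm); read-out: percent drop in bead-associated FITC signal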
HTR5A inv ag – HTR5A inverse agonists in luminescence cell assay, primary screen, counter-screen for OPRM1-OPRD1 heterodimer inverse agonist project, full-deck HTS. 5-hydroxytryptamine receptor 5A (Homo sapiens), P47898. HTR5A cell line, inverse agonism. inhibition, % at 9.3 µM. 340,000 compounds, 0.083% hits. AID 504634, 2011; in the data active = inhibition mostly above about 23%, no sharp cut-off; inactive = mostly below about 18%;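 also: 0% = cells with DMSO and 100% = no-cell wells with DMSO; some compounds called inactive have numbers as strong as hits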
DAGLB inh – DAGLB lipase inhibitors, primary screen, biochemical, fluorescence, HTS | Diacylglycerol lipase-beta (Homo sapiens), Q8NCG7 | HEK293T DAGLB membrane lysate, EnzChek fluorogenic substrate | inhibition, % at 5.17 µM | 340,000 compounds, 0.059% hits | AID 504411, 2011; in the data active = inhibition above about 34%;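 also: 0% = enzyme with vehicle and 100% = wells lacking enzyme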
PKA-R1A activ – activators of PKA-R1A holoenzyme, primary screen, biochemical, fluorescence polarization, Cy5-IP20, bovine R1A, mouse PKAc; cAMP-dependent protein kinase type I-alpha regulatory subunit (Bos taurus) + …; PKA-R1A dissociation; scaled: DMSO 0%, 113 µM cGMP 100%; activation, % at 11.4 µM; 340,000 compounds, 0.083% hits; AID 504707, 2011;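 active = percent activation above the mean of all tested compounds plus 3 SD, cut at about 19% in these data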;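 also: higher means more PKAc released from R1A so a rise in polarization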
OPRM1-OPRD1 ag – agonists of OPRM1-OPRD1 heterodimerization, primary screen, cell-based, luminescence; activation, % at 9.3 µM; Mu-type opioid receptor (Homo sapiens) + Delta-type opioid receptor (Homo sapiens), …; cells; 340,000 compounds, 0.3% hits; in the data active = activation above about 18%;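 also: 0% = vehicle-treated cells and 100% = reference agonist; values of inactives mirror those of a sister screen read the other way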
Target sequence (P35372 whole entry, looked up): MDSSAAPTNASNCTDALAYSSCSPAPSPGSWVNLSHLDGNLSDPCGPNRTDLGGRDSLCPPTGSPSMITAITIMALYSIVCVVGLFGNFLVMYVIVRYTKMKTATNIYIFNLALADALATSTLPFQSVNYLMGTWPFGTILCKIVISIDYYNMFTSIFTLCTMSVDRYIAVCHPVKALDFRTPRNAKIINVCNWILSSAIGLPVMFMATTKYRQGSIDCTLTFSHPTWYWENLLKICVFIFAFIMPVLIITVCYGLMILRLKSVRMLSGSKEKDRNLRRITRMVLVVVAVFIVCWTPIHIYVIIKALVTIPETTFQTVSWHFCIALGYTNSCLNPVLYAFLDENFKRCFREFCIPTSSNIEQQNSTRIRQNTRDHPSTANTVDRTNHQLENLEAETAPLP
Target sequence (P41143 whole entry, looked up): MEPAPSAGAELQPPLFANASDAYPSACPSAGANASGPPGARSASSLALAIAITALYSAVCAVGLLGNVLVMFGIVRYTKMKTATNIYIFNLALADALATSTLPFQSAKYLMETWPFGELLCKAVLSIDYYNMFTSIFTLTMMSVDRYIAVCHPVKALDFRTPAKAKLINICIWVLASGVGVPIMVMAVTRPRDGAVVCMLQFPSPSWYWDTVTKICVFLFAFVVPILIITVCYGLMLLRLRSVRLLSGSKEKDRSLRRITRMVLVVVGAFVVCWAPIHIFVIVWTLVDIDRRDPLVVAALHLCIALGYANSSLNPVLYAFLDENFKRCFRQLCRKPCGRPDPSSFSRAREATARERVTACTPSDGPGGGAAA
Pemphigus Ab inh – inhibitors of pemphigus antibody binding to DSG3, primary screen, biochemical, bead-based, flow cytometry, scFv-GFP | Desmoglein-3 (Homo sapiens), P32926 | DSG3-coupled beads, scFv-anti-DSG3-GFP binding; stronger effect = lower value | binding (percent of control), % at 10 µM | 310,000 compounds, 0.48% hits | AID 588358, 2011;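 active = binding more than 3 SD below its plate's average and above zero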; also: some compounds called inactive have numbers as strong as hits
HTR5A ag – HTR5A agonists in luminescence cell assay, primary screen, counter-screen for OPRM1-OPRD1 heterodimer agonist project, full-deck HTS | 5-hydroxytryptamine receptor 5A (Homo sapiens), P47898 | cell-based | activation, % at 9.3 µM | 340,000 compounds, 0.61% hits; in the data active = activation mostly above about 9.5%, no sharp cut-off; inactive = mostly below about 7.6%;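 also: 0% = cells with vehicle only and 100% = reference agonist; strong numbers were not always called active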
MOR-DOR inv ag – inverse agonists of MOR-DOR heterodimerization, primary screen, cell-based, luminescence; Mu-type opioid receptor (Homo sapiens) + Delta-type opioid receptor (Homo sapiens), …; cell-based MOR-DOR heterodimer luminescence, inverse agonism; inhibition, % at 9.3 µM; 340,000 compounds, 0.21% hits; in the data active = inhibition above about 22%, passing the limit was not always enough;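 also: 0% = cells with DMSO and 100% = wells without cells with DMSO; values of inactives mirror those of a sister screen read the other way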
V-ATPase pH – regulators of yeast V-ATPase proton pumping, primary screen, pHLuorin cytosolic pH fluorescence. S. cerevisiae. response, % at 10 µM. 350,000 compounds, 0.37% hits; in the data active = response mostly above about 7.3%, no sharp cut-off; inactive = mostly below about 5.4%; also: actives read high; inactives centre near 0; some compounds called inactive have numbers as strong as hits; reference of the scale not given here
An asterisk follows results filed as active; . = no result given.

SMILES	PKA-R2B activ	Arrestin-AP2 inh	HTR5A inv ag	DAGLB inh	PKA-R1A activ	OPRM1-OPRD1 ag	Pemphigus Ab inh	HTR5A ag	MOR-DOR inv ag	V-ATPase pH
O=C(NCc1ccc(Cl)cc1Cl)C1CCN(S(=O)(=O)c2ccc3c(c2)OCCCO3)CC1	8	-5	-7	-6	-8	-0.5	94	3	3	2
CCc1ccccc1NC(=O)CN1CCN(C(=O)c2cccc(-n3cnnn3)c2)CC1	4	24	-4	1	0	-1.9	.	1	8	0
Cc1ccc(C(=O)CN2C(=O)c3ccccc3S2(=O)=O)cc1	3	-2	-17	0	11	-2.8	94	-2	14	0
O=S(=O)(c1ccccc1Cl)N1CCC(O)(c2ccc3c(c2)OCO3)CC1	-3	5	1	-5	1	-1.3	92	0	7	-1
O=C(O)CCCCCCCCc1cn(CCc2c[nH]c3ccccc23)nn1	-17	-13	-10	0	2	-1.1	105	2	6	-6
CN(C)S(=O)(=O)c1cccc(-c2nnc3n2CCCCC3)c1	6	2	10	-1	-9	-3.2	97	3	16	3
COc1cc(NC(=O)c2nccnc2C(=O)O)cc(OC)c1	-10	-3	-21	-2	-5	-2.0	108	8	10	-3
CN(C)c1oc(/C=C/c2cccs2)nc1S(=O)(=O)c1ccccc1	4	-8	-2	3	-6	-2.6	97	1	14	-1
CCOC(=O)c1c2c(n(C)c1C)C(=O)C(=O)c1ccc(Br)cc1-2	-10	-7	5	1	-3	7.7	102	6	-42	1
Cc1cccc(NC(=O)CN2C(=O)C(C)Oc3ccccc32)n1 (configuration not stated)	4	8	6	0	5	-0.3	99	-2	2	-1
OC(CNCc1ccccc1Cl)COc1ccc(F)cc1 (configuration not stated)	3	-7	10	-7	-11	1.7	109	-4	-9	9
CC(=O)c1cccc(CN2CCN(CC=C(C)C)C(CCO)C2)c1 (configuration not stated)	4	5	7	2	-4	-0.8	104	-3	4	-1

Some of these compounds in order of count of non-hydrogen atoms, rising.
SMILES	PKA-R2B activ	Arrestin-AP2 inh	HTR5A inv ag	DAGLB inh	PKA-R1A activ	OPRM1-OPRD1 ag	Pemphigus Ab inh	HTR5A ag	MOR-DOR inv ag	V-ATPase pH
OC(CNCc1ccccc1Cl)COc1ccc(F)cc1 (configuration not stated)	3	-7	10	-7	-11	1.7	109	-4	-9	9
CN(C)S(=O)(=O)c1cccc(-c2nnc3n2CCCCC3)c1	6	2	10	-1	-9	-3.2	97	3	16	3
O=S(=O)(c1ccccc1Cl)N1CCC(O)(c2ccc3c(c2)OCO3)CC1	-3	5	1	-5	1	-1.3	92	0	7	-1

Following part
SMILES	PKA-R2B activ	Arrestin-AP2 inh	HTR5A inv ag	DAGLB inh	PKA-R1A activ	OPRM1-OPRD1 ag	Pemphigus Ab inh	HTR5A ag	MOR-DOR inv ag	V-ATPase pH
N#Cc1nc(-c2ccco2)oc1N1CCc2ccccc2C1	5	26	-14	-2	7	0.3	102	4	-1	1
O=C(COC(=O)c1nn(CCO)c(=O)c2ccccc12)Nc1ccc(Cl)c(Cl)c1	-4	9	10	-1	-4	-3.3	110	5	13	1
O=C(O)c1ccccc1-c1ccccc1C(=O)Nc1cccc(O)c1	-13	7	-8	1	-5	-2.5	104	2	12	1
Cc1cc(NC(=O)CN2CCC(n3nnc4cc(C(F)(F)F)ccc43)CC2)no1	11	-2	-17	-3	7	-0.1	96	1	1	-3
Nc1c(N(CCCO)C(=O)CCCN2C(=O)c3cccc4cccc(c34)C2=O)c(=O)[nH]c(=O)n1Cc1ccccc1	-10	9	12	1	7	-4.7	.	-4	18	-1
CCN(CC(=O)Nc1cc(Cl)ccc1C)c1ncnc2sc(C)c(C)c12	15	9	-11	-6	11	2.0	100	-2	-10	-1
Cc1cccc(C)c1OCCSc1n[nH]c(N)n1	1	3	17	0	3	-1.4	106	0	6	3
O=C(O)CCC(=O)NNC(=O)CCCOc1ccc(Cl)cc1Cl	-3	-1	-13	-1	5	-1.9	102	-3	8	3
CN1CCN(C(=O)CN(C2CCCCC2)S(=O)(=O)c2ccccc2)CC1	6	18	-24	1	-8	-2.9	.	8	19	5
COc1ccc(N2C(=O)CC(Nc3cccc([N+](=O)[O-])c3)C2=O)cc1 (configuration not stated)	5	50	-4	0	-5	-1.9	99	3	10	0
COc1ccc(S(=O)(=O)N(C)c2ccc(C(=O)NCc3ccncc3)cc2)cc1	-7	18	4	-2	4	-0.1	94	6	1	0
CCN(c1ccccc1)S(=O)(=O)c1ccc(C(=O)NCc2ccccn2)cc1	8	23	-14	-1	-5	0.2	95	5	-1	-2

Part of the list above in a different format.
Molecule | PKA-R2B activ | Arrestin-AP2 inh | HTR5A inv ag | DAGLB inh | PKA-R1A activ | OPRM1-OPRD1 ag | Pemphigus Ab inh | HTR5A ag | MOR-DOR inv ag | V-ATPase pH
CN(C)c1oc(/C=C/c2cccs2)nc1S(=O)(=O)c1ccccc1 | 4 | -8 | -2 | 3 | -6 | -2.6 | 97 | 1 | 14 | -1
CCOC(=O)c1c2c(n(C)c1C)C(=O)C(=O)c1ccc(Br)cc1-2 | -10 | -7 | 5 | 1 | -3 | 7.7 | 102 | 6 | -42 | 1
Cc1cccc(NC(=O)CN2C(=O)C(C)Oc3ccccc32)n1 (configuration not stated) | 4 | 8 | 6 | 0 | 5 | -0.3 | 99 | -2 | 2 | -1
OC(CNCc1ccccc1Cl)COc1ccc(F)cc1 (configuration not stated) | 3 | -7 | 10 | -7 | -11 | 1.7 | 109 | -4 | -9 | 9
CC(=O)c1cccc(CN2CCN(CC=C(C)C)C(CCO)C2)c1 (configuration not stated) | 4 | 5 | 7 | 2 | -4 | -0.8 | 104 | -3 | 4 | -1
N#Cc1nc(-c2ccco2)oc1N1CCc2ccccc2C1 | 5 | 26 | -14 | -2 | 7 | 0.3 | 102 | 4 | -1 | 1
O=C(COC(=O)c1nn(CCO)c(=O)c2ccccc12)Nc1ccc(Cl)c(Cl)c1 | -4 | 9 | 10 | -1 | -4 | -3.3 | 110 | 5 | 13 | 1
O=C(O)c1ccccc1-c1ccccc1C(=O)Nc1cccc(O)c1 | -13 | 7 | -8 | 1 | -5 | -2.5 | 104 | 2 | 12 | 1
Cc1cc(NC(=O)CN2CCC(n3nnc4cc(C(F)(F)F)ccc43)CC2)no1 | 11 | -2 | -17 | -3 | 7 | -0.1 | 96 | 1 | 1 | -3
Nc1c(N(CCCO)C(=O)CCCN2C(=O)c3cccc4cccc(c34)C2=O)c(=O)[nH]c(=O)n1Cc1ccccc1 | -10 | 9 | 12 | 1 | 7 | -4.7 | . | -4 | 18 | -1
CCN(CC(=O)Nc1cc(Cl)ccc1C)c1ncnc2sc(C)c(C)c12 | 15 | 9 | -11 | -6 | 11 | 2.0 | 100 | -2 | -10 | -1
Cc1cccc(C)c1OCCSc1n[nH]c(N)n1 | 1 | 3 | 17 | 0 | 3 | -1.4 | 106 | 0 | 6 | 3
O=C(O)CCC(=O)NNC(=O)CCCOc1ccc(Cl)cc1Cl | -3 | -1 | -13 | -1 | 5 | -1.9 | 102 | -3 | 8 | 3
CN1CCN(C(=O)CN(C2CCCCC2)S(=O)(=O)c2ccccc2)CC1 | 6 | 18 | -24 | 1 | -8 | -2.9 | . | 8 | 19 | 5
